Compound activity deposited in PubChem by several laboratories.
KCNK3 inh = human KCNK3 channel inhibitors, primary screen, CHO cells, FluxOR thallium flux, B-score | Potassium channel subfamily K member 3 (Homo sapiens), O14649 | FluxOR fluorescence; active compounds read low | B-score at 10 µM | 0.84% of 340,000 active;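 active = B-score under library mean minus 4 SD, starting fluorescence ratio at most library mean plus 5 SD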;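 also: more negative B-score means stronger inhibition of thallium flux through KCNK3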
DYRK1A inh = rat Dyrk1A kinase inhibitors, primary screen, biochemical, single point, plate reader; Dual specificity tyrosine-phosphorylation-regulated kinase 1A (Rattus norvegicus), Q63470; ADP-Glo luminescence, NFATc1 peptide; inhibition, % at 12.5 µM; 0.43% of 310,000 active; in the data active = inhibition above about 50%;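 also: plate controls were vehicle with enzyme for no effect and no enzyme for full effect; many of its hits are not listed in these tables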
Platelet DG rel = inhibitors of platelet dense granule secretion, primary screen, cell-based, MLPCN, human platelets. inhibition, %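 (compounds screened at 7.5 µM in platelet-rich plasma)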. 0.22% of 300,000 active. human platelet-rich plasma, SFLLRN dense granule ATP release, luminescence. AID 1663, 2009;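 active = mean replicate score, as percent of positive control, at or above 50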
KCNK9 block = KCNK9 potassium channel inhibitors, primary screen, HEK293 cells, thallium flux. Potassium channel subfamily K member 9 (Homo sapiens), Q9NPC2. FluxOR thallium flux fluorescence; active compounds read low. B-score at 10 µM. 1.2% of 310,000 active. AID 488922, 2010;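 active = ratio B-score over 3 SD below the library mean, with starting fluorescence within 5 SD of its mean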;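 also: negative B-score means less thallium flux so channel inhibition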
Target sequence (Q9NPC2 whole entry, looked up): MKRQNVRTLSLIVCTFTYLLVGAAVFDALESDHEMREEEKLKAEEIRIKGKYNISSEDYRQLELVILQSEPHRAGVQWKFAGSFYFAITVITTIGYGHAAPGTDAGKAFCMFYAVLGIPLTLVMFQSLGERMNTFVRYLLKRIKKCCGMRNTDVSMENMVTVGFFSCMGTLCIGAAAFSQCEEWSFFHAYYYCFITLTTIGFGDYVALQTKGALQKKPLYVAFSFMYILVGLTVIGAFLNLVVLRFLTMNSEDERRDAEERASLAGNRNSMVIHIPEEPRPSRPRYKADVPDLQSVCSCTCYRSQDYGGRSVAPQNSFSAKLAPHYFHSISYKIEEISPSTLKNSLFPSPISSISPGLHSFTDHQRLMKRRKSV
KCNQ1 pot = potentiators or activators of KCNQ1 channel, primary screen, cell-based, thallium flux, high-throughput; Potassium voltage-gated channel subfamily KQT member 1 (Homo sapiens), P51787; CHO-K1 KCNQ1, thallium flux FluxOR fluorescence; active compounds read high; B-score at 10 µM; 0.35% of 310,000 active;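 active = fluorescence ratio B-score, a plate-corrected score, at least three library SD, with initial intensity B-score within 5 SD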
Target sequence (P51787 whole entry, looked up): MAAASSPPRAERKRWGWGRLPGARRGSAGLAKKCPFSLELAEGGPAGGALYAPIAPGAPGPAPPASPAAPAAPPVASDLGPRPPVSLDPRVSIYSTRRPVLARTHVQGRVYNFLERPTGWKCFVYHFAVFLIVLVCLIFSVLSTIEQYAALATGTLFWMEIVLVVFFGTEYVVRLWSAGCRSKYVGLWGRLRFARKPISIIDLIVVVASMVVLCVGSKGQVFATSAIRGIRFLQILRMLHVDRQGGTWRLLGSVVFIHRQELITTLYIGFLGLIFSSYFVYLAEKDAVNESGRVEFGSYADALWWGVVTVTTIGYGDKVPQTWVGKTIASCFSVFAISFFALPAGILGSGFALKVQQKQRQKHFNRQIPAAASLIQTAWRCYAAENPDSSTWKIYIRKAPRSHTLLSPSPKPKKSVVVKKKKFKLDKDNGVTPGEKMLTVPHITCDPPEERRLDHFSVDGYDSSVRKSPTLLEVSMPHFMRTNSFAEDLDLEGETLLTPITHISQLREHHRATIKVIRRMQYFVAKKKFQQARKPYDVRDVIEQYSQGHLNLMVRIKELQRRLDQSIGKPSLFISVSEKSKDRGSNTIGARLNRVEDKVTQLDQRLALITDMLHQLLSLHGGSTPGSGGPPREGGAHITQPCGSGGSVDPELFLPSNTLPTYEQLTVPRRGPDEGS
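Assay system: CHO-K1 cells stably expressing KCNQ1. Medium: assay buffer for compound exposure, DMSO matched across wells. Timing: 37 °C overnight plating, 90-min dark dye load, 20-min compound pretreatment. Signal: kinetic FluxOR fluorescence, 10 s baseline plus 110 s post-stimulus.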
TRPC4 act = activators of mouse TRPC4 channel, primary screen, Fluo4 calcium, HEK293 TRPC4beta/mu-opioid cells | 0.49% of 310,000 active | AID 2237, 2010 | Fluo4 calcium fluorescence; active compounds read high | B-score at 10 µM | Short transient receptor potential channel 4 (Mus musculus), Q9QUQ5;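 active = B-score above 5 SD of library B-scores, and initial fluorescence ratio not above library mean plus 5 SD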;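 also: positive B-score marks a calcium rise read as TRPC4 activation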
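Assay system: HEK293 stable line with TRPC4beta plus mu-opioid receptor. Times: dye 45 min RT, read 110 s. Measured by: kinetic Fluo4 calcium fluorescence. Measure: B score of integrated ratio. Controls: assay buffer as low control, maximal DAMGO as high control.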
hERG rescue = hERG rescue from dofetilide block, primary screen, cell-based, CHO-hERG, FluxOR thallium flux, dofetilide IC70. Voltage-gated inwardly rectifying potassium channel KCNH2 (Homo sapiens), Q12809. dofetilide IC70 present. activation (rescue from dofetilide block), less the hit threshold, % at 10 µM. 0.51% of 310,000 active. AID 1511, 2009;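 active = activation above the mean of controls blocked by dofetilide plus 5 SD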;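 also: thallium influx through hERG after potassium depolarization seen as dye fluorescence rise; in these data hits start at about 4.7%; inactives centre near -7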
TRPC4 block = inhibitors of mouse TRPC4 channel, primary screen, Fluo4 calcium, HEK293 TRPC4beta/mu-opioid cells | Short transient receptor potential channel 4 (Mus musculus), Q9QUQ5 | DAMGO-evoked Fluo4 calcium flux; active compounds read low | B-score at 10 µM | 0.39% of 300,000 active | AID 2247, 2010;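 active = B-score over 3 SD under the library average, no early fluorescence shift, positive overall ratio signal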
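test system = HEK293 cells with stable TRPC4beta plus mu-opioid receptor expression | detection = Fluo4 Ca2+ flux fluorescence | read-out = integrated fluorescence ratio relative to baseline, converted to per-well B score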
PolyA inh = polyadenylation inhibitors in yeast reporter cells, primary screen, luminescence, S. cerevisiae; calls only at 12 µM; 0.02% of 300,000 active; AID 1875, 2009; S. cerevisiae SKY197-pL101 polyadenylation reporter, beta-gal luminescence; efflux-impaired pdr1/pdr3 knockout yeast; score 100 = 6 SD above DMSO;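 active = lowest replicate activity score at least 50, where 100 means six control SD above control mean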;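 also: yeast exposed to compound for 9 h at 30 °C; higher score means more reporter readthrough which indicates perturbed polyadenylation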
KCNQ1 inh = inhibitors of human KCNQ1 channel, primary screen, cell-based, thallium flux, high-throughput. 1.3% of 310,000 active. AID 2642, 2010. CHO-K1 KCNQ1, FluxOR thallium flux fluorescence; active compounds read high. Potassium voltage-gated channel subfamily KQT member 1 (Homo sapiens), P51787. B-score at 10 µM;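 active = compounds whose thallium flux B-score, printed positive for inhibition, exceeds three library SD while starting fluorescence stays within three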;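 also: channel opened by potassium depolarization with thallium stimulus after 20 min compound exposure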
TRPC4 PAM = positive allosteric modulators of TRPC4, primary screen, cell-based, mouse TRPC4beta, HEK293 mu-opioid, Fluo-4 calcium. Short transient receptor potential channel 4 (Mus musculus), Q9QUQ5. B-score at 10 µM. 0.42% of 310,000 active. DAMGO EC20, Fluo-4 Ca2+ flux; active compounds read high;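 active = B-score of calcium response area above 5 SD of library B-scores, with initial fluorescence ratio within 5 SD of library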;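 also: B-score of integrated fluorescence ratio over time as area under calcium response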
* marks the source's active call; other numbers are inactive results; i = inactive; nt = no result given. Only part of the results is shown; the hit share may differ from the screen's.

SMILES	KCNK3 inh	DYRK1A inh	Platelet DG rel	KCNK9 block	KCNQ1 pot	TRPC4 act	hERG rescue	TRPC4 block	PolyA inh	KCNQ1 inh	TRPC4 PAM
Cc1ccnc(N2CCCC(C(=O)Nc3nnc(C)s3)C2)n1 (stereo unspecified)	i	-1	1	i	i	i	-13	i	i	i	i
O=C(N/N=C/c1ccc2nccnc2c1)c1ccccc1O	nt	nt	1	i	i	i	-8	i	i	i	i
COc1cc(Cl)c(C)cc1NC(=S)NN	i	1	0	i	i	i	-13	i	i	i	i
FC(F)(F)c1cccc(/C=N/NC(=S)NC2CCCCC2)c1	i	nt	19	i	i	i	-8	i	i	i	i
O=C(C1=C[C@H](C2CC2)C[C@H](OCCCCO)O1)N1CCN(Cc2ccccc2)CC1	i	5	9	i	i	i	-6	i	i	i	i
CCNc1c(NCC)c(=O)c1=O	i	11	-15	i	i	i	-5	i	i	i	i
COc1cccc(OCCSc2nc(N)cc(N)n2)c1	i	16	2	i	i	i	-6	i	i	i	i
COc1ccccc1CN1CC(C(=O)NCc2nc3ccccc3n2C)CCC1=O (stereo unspecified)	i	-4	6	i	i	i	-9	i	i	i	i
Cn1c(SCC(=O)Nc2nc(C(C)(C)C)cs2)nnc1C1CC1	i	-1	27	i	i	i	-3	i	i	i	i
CCc1c(C)sc(NC(=S)N2CCN(CC)CC2)c1C(=O)OC	i	4	4	i	i	i	-21	i	i	i	i
Cc1nnc(Nc2ccccn2)c2ccccc12	i	7	-15	i	i	i	-9	i	i	i	i
O=C(N/N=C\c1cccc(Br)c1)c1ccccc1-n1cccc1	i	-5	2	i	i	i	-9	i	i	i	i
O=C(CC(NS(=O)(=O)c1ccc(Cl)cc1)c1ccco1)NC1CCCC1 (stereo unspecified)	i	3	16	i	i	i	-1	i	i	i	i
O=C(NC1CCCCC1)n1c(=O)oc2cc(S(=O)(=O)N3CCCCC3)ccc21	i	-1	-4	i	i	i	-5	i	i	i	i
O=C(Nc1nnc(SCc2ccccc2)s1)c1ccco1	i	9	2	i	i	i	-5	i	i	i	i
CC(=O)N1CCCN(C(=O)c2ccc3nc(Cc4cccc(Cl)c4)oc3c2)CC1	i	-3	1	i	i	i	-7	i	i	i	i
O=C(Nc1ccncc1)c1ccc(Br)cc1	i	nt	-4	i	i	i	-5	i	i	i	i
CCc1cc(CN2CCOCC2)c(NC(=O)c2ccccc2)s1	-9.3*	-1	1	i	i	i	-13	i	i	i	i
CCc1nonc1NC(=O)c1oc2ccc(F)cc2c1C	i	1	-2	i	i	i	-12	i	i	i	i
CCOC(=O)CC1=NN(c2ccccc2)C(=O)/C1=C\c1ccc(OC)cc1OC	i	-1	6	i	i	i	-10	i	i	i	i
O=C(NCc1cccs1)c1cc(-c2ccc(O)cc2)on1	i	-3	-1	i	i	i	-6	i	i	i	i
CS(=O)(=O)N1CCN(C(=O)Cc2ccccc2)CC1	i	8	-3	i	i	i	-4	i	i	i	i
CCCSc1nnc(Cn2c(=O)sc3ccccc32)n1C	i	-8	4	i	i	i	-6	i	i	i	i
COc1cccc(CN2CCC(C(=O)Nc3ccc(-c4cccc(C)c4)cc3)CC2)c1O	i	-4	2	i	i	i	-38	i	i	i	i
O=C1C2CC=CCC2C(=O)N1n1cnnc1 (stereo unspecified)	i	4	8	i	i	i	0	i	i	i	i
CC(C)CNC(=O)CSc1nnc2ccccn12	i	-2	-3	i	i	i	-4	i	i	i	i
O=S(=O)(NC1CC2CCC1C2)c1ccc2c(c1)OCCO2 (stereo unspecified)	i	3	1	i	i	i	0	i	i	i	i
Cc1cc(Br)ccc1NC(=O)CN(C)C(=O)COc1cccc2c1OC(C)(C)C2	i	21	-1	i	i	i	-7	i	i	i	i
O=C(O)CC/C(=N/NC(=O)c1cn(-c2ccccc2)nc1-c1ccccc1)C(=O)O	i	-3	-1	i	i	i	-7	i	i	i	i
Nn1c(Cc2ccc(Br)cc2)n[nH]c1=S	i	-5	1	i	i	i	-18	i	i	i	i
Cc1ccc(NC(=O)CCC(=O)OCCCC(F)(F)C(F)(F)F)cc1	i	-2	8	i	i	i	-5	i	i	i	i
CCCC(=O)N(Cc1cc(=O)[nH]c2ccccc12)c1ccccc1OC	i	-6	4	i	i	i	-6	i	i	i	i
O=C(Cn1cc(S(=O)(=O)Cc2cccc([N+](=O)[O-])c2)c2ccccc21)N1CCOCC1	i	nt	19	i	i	i	-6	i	i	i	i
O=C(COc1cc(F)ccc1[N+](=O)[O-])Nc1ccc(N2CCCCC2)cc1	i	13	-2	i	i	i	-6	i	i	i	i
Cc1cc(C)c(S(=O)(=O)Nc2ccc3c(c2)CCC3)c(C)c1	i	-9	-1	i	i	i	-16	i	i	i	i
O=C(CNS(=O)(=O)c1ccc(Br)s1)N1CCCC1	i	-1	-5	i	i	i	-10	i	i	i	i
Cc1ccc(C2Nc3ccccc3NC3=C2C(=O)CC(C)(C)C3)c(O)c1 (stereo unspecified)	i	-6	-8	i	i	i	-6	i	i	i	i
O=C(CC1(CC2=NS(=O)(=O)c3ccccc3N2)CCCC1)NCCc1ccccc1	i	3	2	i	i	i	-29	i	i	i	i
CCC(CO)NCC(O)COCc1ccc2c(c1)OCO2 (stereo unspecified)	i	-2	8	i	i	i	-4	i	i	i	i
N#Cc1cc2ccccc2nc1SCc1cccnc1	i	17	-2	i	i	i	-7	i	i	i	i
O=C(Nc1ccccc1C(=O)O)c1cccc(NC(=O)c2ccccc2Cl)c1	i	12	-6	i	i	i	-6	i	i	i	i
O=C(O)c1cc(NC(=O)C2CCCO2)cc(NC(=O)C2CCCO2)c1 (stereo unspecified)	i	7	8	i	i	i	-5	i	i	i	i
CCOC(=O)Cc1csc(NC(=O)c2c(-c3ccccc3)noc2C)n1	i	4	3	i	i	i	-2	i	i	i	i
COc1cc(/C=C2\S/C(=N/S(=O)(=O)c3ccccc3)NC2=O)c([N+](=O)[O-])cc1OC	i	0	-1	i	i	i	-19	i	i	i	i
NS(=O)(=O)c1ccc(CCNC(=O)CNCCc2ccccc2)cc1	i	-9	-3	i	i	i	-6	i	i	i	i

Some of these compounds in order of length of the SMILES, lowest first.
SMILES	KCNK3 inh	DYRK1A inh	Platelet DG rel	KCNK9 block	KCNQ1 pot	TRPC4 act	hERG rescue	TRPC4 block	PolyA inh	KCNQ1 inh	TRPC4 PAM
O=C(Nc1nnc(SCc2ccccc2)s1)c1ccco1	i	9	2	i	i	i	-5	i	i	i	i
CCc1cc(CN2CCOCC2)c(NC(=O)c2ccccc2)s1	-9.3*	-1	1	i	i	i	-13	i	i	i	i
Cc1ccnc(N2CCCC(C(=O)Nc3nnc(C)s3)C2)n1 (stereo unspecified)	i	-1	1	i	i	i	-13	i	i	i	i
NS(=O)(=O)c1ccc(CCNC(=O)CNCCc2ccccc2)cc1	i	-9	-3	i	i	i	-6	i	i	i	i
COc1cccc(CN2CCC(C(=O)Nc3ccc(-c4cccc(C)c4)cc3)CC2)c1O	i	-4	2	i	i	i	-38	i	i	i	i

Further results:
SMILES	KCNK3 inh	DYRK1A inh	Platelet DG rel	KCNK9 block	KCNQ1 pot	TRPC4 act	hERG rescue	TRPC4 block	PolyA inh	KCNQ1 inh	TRPC4 PAM
CC(=O)c1cccc(N(CC(=O)NC2CCCCC2)C(=O)c2csnn2)c1	i	0	-9	i	i	i	-9	i	i	i	i
Cc1nc2ccccc2c2oc(C(=O)NCCCN3CCCC3=O)cc12	i	14	1	i	i	i	-4	i	i	i	i
C/C(=N\NS(=O)(=O)c1ccc(Cl)c([N+](=O)[O-])c1)c1ccc(C)o1	i	-2	1	i	i	i	-17	i	i	i	i
CCN(CC)CCNc1ncnc2c1sc1nc(N3CCOCC3)c3c(c12)CCCC3	i	nt	2	i	i	i	-18	i	i	i	i
COc1ccc(C(=O)N/N=C/c2ccc(SC)cc2)cc1	i	-7	-7	i	i	i	-12	i	i	i	i
COc1ccc(-c2csc(N(C)C(=O)c3ccco3)n2)cc1	i	3	-3	i	i	i	-6	i	i	i	i
COc1ccc(-c2cc(C#N)nc(N3CCN(c4ccccc4)CC3)n2)cc1	i	-5	2	i	i	i	-6	i	i	i	i
C#Cc1ccc([C@H]2C=C(C(=O)N3CCOCC3)O[C@@H](OCC)[C@@H]2CCCO)cc1	i	4	0	i	i	i	-7	i	i	i	i
CCOCCCNC(=O)c1ccc(NC(C)=O)cc1	i	19	-2	i	i	i	-7	i	i	i	i
CCOc1ccc(C(=O)Nc2nnc(NC(=S)Nc3ccccc3)s2)cc1	i	nt	2	i	i	i	-18	i	i	i	i
Cc1cc2ccccc2c(=O)n1CC(=O)Nc1ccc2c(c1)OCCO2	i	-2	1	i	i	i	-4	i	i	i	i
N#CC1=C(N)Oc2c(ccc3ccccc23)C1c1cccs1 (stereo unspecified)	nt	nt	2	i	i	i	-8	i	i	i	i
Cn1cc(CCC(=O)N2CCCC(Nc3ccc(F)cc3)C2)cn1 (stereo unspecified)	i	3	-5	i	i	i	0	i	i	i	i
Cc1ccc2nsnc2c1N(S(C)(=O)=O)S(C)(=O)=O	i	9	1	i	i	i	-3	i	i	i	i
COCCN(Cc1cc2cc3c(cc2nc1Cl)OCO3)C(=O)c1cccc(C)c1	i	-5	-6	i	i	i	-11	i	i	i	i
